# Large T inhibition – SV40 large T antigen inhibitors, biochemical (AID 1903); SV40 large T antigen ATPase/helicase inhibition assay; higher % means a stronger effect; one-dose inhibition, % at 20 µM; IC50 in µM for titrated hits; actives 0.39% (n = 310,000); in the data active = a potency from the dose series; inconclusive = inhibition mostly from about 32% at the one dose, without a potency; inactive = the rest, 99 in 100 with inhibition below about 32%; note: strong numbers were not always called active
# HIV peptide binding – cell-free HIV fusion peptide-binding blockers – biochemical, uHTS, fluorescence dequenching, primary screen (AID 1986). cell-free peptide binding, fluorescence dequenching, 30 min; higher % means a stronger effect. inhibition, % at 20 µM, or IC50 in µM where a hit was titrated. actives 0.3% (n = 290,000); in the data active = inhibition mostly above about 52%, no sharp cut-off; inactive = mostly below about 76%; note: some results filed as inactive read as strong as hits
# Rac1 GTP hydrolysis – MgcRacGAP GTPase-activating activity inhibitors, confirmation, biochemical, ADP Hunter fluorescence; MgcRacGAP-stimulated Rac1 GTP hydrolysis, ADP Hunter fluorescence; higher % means a stronger effect; GST-tagged Rac1 F28L mutant substrate; inhibition, % at 30 µM; hits with a dose series show IC50 in µM; actives 0.6% (n = 340,000); AID 624330;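 active = first-screen hits whose inhibition reached a set limit at any dose in the follow-up dose series; inconclusive = inhibition above the set first-screen limit but never retested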;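 note: fluorescence reports GDP produced by GAP-driven GTP hydrolysis; strong numbers were not always called active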
# LYP phosphatase – PTPN22 lymphoid phosphatase activity blockers – biochemical, fluorescence intensity, uHTS (AID 1779) | recombinant LYP phosphatase, fluorescence intensity; higher % means a stronger effect | inhibition, % at 11.5 µM; hits with a dose series show IC50 in µM | actives 0.054% (n = 290,000); in the data active = inhibition above about 50%;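 note: plate controls were vehicle with enzyme for no effect and no enzyme for full effect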
# Siah-1 displacement – blockers of Siah-1 interaction with plectin peptide – biochemical, fluorescence polarization, rhodamine-plectin, uHTS, primary screen (AID 1817) | Siah-1 / rhodamine-plectin peptide fluorescence polarization; higher % means a stronger effect | one-dose displacement, % at 20 µM; IC50 in µM for titrated hits | actives 0.02% (n = 290,000);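 active = displacement of at least 50% at 20 µM, with a fluorescence ratio check between 0.3 and a set limit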;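 note: plate controls were Siah plus tracer with DMSO for no effect and tracer alone without Siah for full effect; strong numbers were not always called active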
# RSV CPE inhibition – inhibition of RSV-induced cytopathic effect – HEp-2 cells, primary 10 µM value included (AID 2391) | actives 0.13% (n = 310,000) | CPE inhibition, % at 10 µM; hits with a dose series show IC50 in µM | HEp-2 cells, RSV-induced CPE inhibition; higher % means a stronger effect; in the data active = a potency from the dose series; inconclusive = CPE inhibition mostly from about 23% at the one dose, without a potency; inactive = the rest, 99 in 100 with CPE inhibition below about 21%; note: strong numbers were not always called active
# XIAP antagonists – small molecules displacing peptide from XIAP – biochemical, IAP family, fluorescence polarization (AID 1018); one-dose displacement, % at 20 µM; IC50 in µM for titrated hits; actives 0.007% (n = 200,000); XIAP BIR domain, fluorescence polarization peptide displacement; higher % means a stronger effect; in the data active = displacement above about 50%; note: a part of the inactive calls stands beside numbers as strong as those of hits
# AID2073 – disruptors of CaV2.2 binding to Mint1 – biochemical, HTRF (AID 2073); inhibition, % at 20 µM; hits with a dose series show IC50 in µM; HTRF protein-protein interaction, Mint1-CaV2.2; higher % means a stronger effect; actives 0.19% (n = 290,000); in the data active = inhibition mostly above about 51%, no sharp cut-off; inconclusive = no clear call, values can overlap the other calls; inactive = mostly below about 53%; note: some results filed as inactive read as strong as hits
# Dengue-2 NS5 capping – flavivirus cap methylation enzyme inhibition – biochemical, confirmation dose response, primary screen (AID 588689) | actives 0.3% (n = 340,000) | Dengue-2 NS5 methyltransferase capping enzyme assay, biochemical; higher % means a stronger effect | one-dose inhibition, % at 25 µM; IC50 in µM for titrated hits; in the data active = a potency from the dose series; inconclusive = inhibition above about 29% without an active follow-up result
# Dengue-2 NS5 capping pilot replicate – second read-out of Dengue-2 NS5 capping, no call of its own (marks repeat the call); inhibition, %; measured here: pilot screen replicate inhibition
# * hit, by the source's call; u = inconclusive; x = not tested or not shown.
SMILES,Large T inhibition,HIV peptide binding,Rac1 GTP hydrolysis,LYP phosphatase,Siah-1 displacement,RSV CPE inhibition,XIAP antagonists,AID2073,Dengue-2 NS5 capping,others
CCOc1cc(S(=O)(=O)N(CC)CC)ccc1Cl,-7%,-0.6%,-5%,-5%,-4%,0.1%,-1.9%,-6%,0%,
Cc1ccc(-n2c(SCC(=O)NCc3cccs3)nnc2-c2ccoc2C)cc1,8%,-0.5%,8%,-6%,-4%,7.0%,-4.1%,-9%,0%,
Cc1oc(-c2ccccc2Cl)nc1Cn1cccc1C1=NC(c2ccccc2)CO1 (configuration not stated),7%,1.5%,3%,-3%,-1%,19%,0.4%,1%,-6%,
O=[N+]([O-])c1ccc(S(=O)(=O)CC2CSc3nc4ccccc4n32)cc1 (configuration not stated),-2%,1.2%,-2%,7%,1%,6.2%,-2.0%,-3%,-8%,
O=C(COc1cc2oc(=O)cc(-c3ccccc3)c2cc1Cl)NCc1ccccn1,3%,0.8%,5%,0%,4%,-1.1%,x,-5%,-3%,
COc1nc(Nc2ccc(O)cc2)nc(OC(C(F)(F)F)C(F)(F)F)n1,36%,3.9%,35µM*,-1%,1%,5.5%,-2.7%,23%,-3%,Dengue-2 NS5 capping pilot replicate=-7.9
CCOc1ccccc1NC(=O)C(=O)CC(=O)c1ccc(OC)cc1,-2%,1.1%,6%,-5%,-2%,-0.1%,x,15%,-2%,
COc1ccccc1NS(=O)(=O)CC12CCC(CC1=O)C2(C)C (configuration not stated),1%,160%,3%,-3%,-2%,-0.6%,-1.4%,-1%,-1%,
COc1ccc(-n2c(C)nnc2SCC(=O)N2CCOCC2)cc1,6%,2.9%,13%,4%,-3%,0.8%,x,5%,6%,Dengue-2 NS5 capping pilot replicate=-2.4
COc1ccc(OC)c2nc3c(cc12)CCC3,-2%,-0.1%,3%,-4%,-3%,0.2%,x,3%,3%,
Cc1noc(C)c1S(=O)(=O)N(CC(=O)N1CCCC1)c1ccc(C(C)C)cc1,2%,-2.2%,-1%,-7%,-2%,-0.4%,-2.3%,-3%,-1%,
CCCCNC(=O)C1CC(c2ccc(C(F)(F)F)cc2)=NO1 (configuration not stated),3%,-1.5%,8%,-8%,-1%,0.6%,x,-6%,-12%,
Cc1ccc(C(=O)NCC(=O)OCCOc2ccccc2Cl)cc1,14%,x,-1%,x,x,-0.9%,x,x,-5%,
CCc1ccccc1NC1=NCC(=O)N1C1CCCCC1,19%,1.0%,8%,-8%,0%,1.3%,-4.4%,0%,-6%,
CC1CCN(c2ccc(C(=O)N3CCOCC3)cc2[N+](=O)[O-])CC1,7%,0.7%,13%,-4%,4%,0.3%,1.5%,15%,-7%,
O=C(NC(=S)Nc1cccc2cc(O)ccc12)c1ccccc1Br,14%,-0.2%,15%,-4%,-4%,6.9%,x,-9%,-6%,
CN1CCN(Cc2cccc(Oc3ccccc3)c2)CC1,1%,1.3%,4%,0%,8%,-0.6%,-3.7%,-1%,-3%,
C=CCNc1nc(Cl)nc(Nc2cc(Cl)ccc2OC)n1,11%,2.2%,4%,-6%,0%,-0.6%,x,1%,-7%,Dengue-2 NS5 capping pilot replicate=-3.3
COc1cc(C(=O)NNC(=O)C2CC=CCC2C(=O)O)cc(OC)c1OC (configuration not stated),6%,1.7%,5%,0%,1%,0.9%,9.1%,2%,-4%,
O=C(Nc1ccccc1N1CCOCC1)C1CCN(S(=O)(=O)c2ccc(Cl)cc2)CC1,24%,0.6%,10%,-5%,-4%,-0.1%,x,3%,-1%,
c1ccc(Cn2ccc(-c3cnc(-c4ccccc4)s3)n2)cc1,5%,2.5%,6%,-14%,3%,15%,-4.0%,11%,-6%,
Cc1ccc(OCC(=O)NCC(=O)Nc2ccc(F)c(F)c2F)c([N+](=O)[O-])n1,7%,0.8%,6%,-4%,0%,0.3%,-2.2%,0%,0%,
COCCNC(=S)N=Nc1c(O)[nH]c2c(C)cc(C)cc12,8%,-1.8%,10%,-2%,6%,2.0%,-5.6%,35%,-5%,
Cc1nn(Cc2ccccc2)c(C)c1NC(=O)CCCn1nc([N+](=O)[O-])cc1C,25%,-0.2%,10%,-1%,3%,-0.1%,-3.8%,-10%,3%,
Oc1ccc(N=C/C=C/c2ccc(Br)cc2)cc1-c1nc2ccccc2s1,27%,64%*,x,14%,53%,6.6%,-14%,63%*,x,

# Brought forward from above: 2 compounds, followed by the next part.
SMILES,Large T inhibition,HIV peptide binding,Rac1 GTP hydrolysis,LYP phosphatase,Siah-1 displacement,RSV CPE inhibition,XIAP antagonists,AID2073,Dengue-2 NS5 capping,others
Cc1nn(Cc2ccccc2)c(C)c1NC(=O)CCCn1nc([N+](=O)[O-])cc1C,25%,-0.2%,10%,-1%,3%,-0.1%,-3.8%,-10%,3%,
Oc1ccc(N=C/C=C/c2ccc(Br)cc2)cc1-c1nc2ccccc2s1,27%,64%*,x,14%,53%,6.6%,-14%,63%*,x,
CC(C)Oc1ccc(C2CC(=O)N(c3ccc(C(=O)O)cc3)C2=O)cc1 (configuration not stated),4%,1.5%,2%,-6%,4%,1.1%,-2.4%,0%,-1%,
Cc1ccc(S(=O)(=O)NCCC(=O)Nc2ccc(Cl)c(Cl)c2)cc1,-1%,-0.5%,1%,-4%,9%,u,-1.9%,-7%,-1%,
Cc1ccc(-c2cc(C(=O)N/N=C/c3ccc(Cl)cc3)n[nH]2)o1,0%,-1.5%,10%,3%,1%,11%,x,-9%,-3%,
COc1ccc(C(=O)/C=C2/c3ccccc3CC(C)(C)N2C)cc1,5%,3.5%,4%,-8%,1%,2.2%,-0.9%,16%,-3%,
CCOCCCNC(=O)C(c1ccc(Cl)cc1)N1CCC2(CC1)OCCO2 (configuration not stated),0%,0.4%,1%,-1%,1%,0.7%,2.2%,1%,3%,
CCc1ccccc1NC(=O)Cn1nc(C(F)(F)F)c2c1CCC2,6%,-0.8%,12%,-7%,4%,-0.7%,-3.9%,5%,-4%,
CCC(c1nnnn1Cc1ccc(OC)cc1)N(CCCO)Cc1cc2cc3c(cc2[nH]c1=O)OCO3 (configuration not stated),9%,0.3%,3%,-6%,-1%,0.0%,-2.9%,7%,10%,
CCOC(=O)C1=C(SCC(=O)Nc2ccccc2)NC(=O)C(C#N)C12CCCCC2 (configuration not stated),15%,-0.7%,13%,-5%,-1%,0.1%,-3.3%,7%,-7%,
Clc1ccccc1N=C1NN=C(c2cccs2)CS1,21%,-0.8%,15%,2%,2%,14%,-4.6%,16%,-4%,
O=C(O)C1CCCN1S(=O)(=O)c1ccccc1 (configuration not stated),11%,1.7%,-5%,-6%,11%,-0.2%,-0.7%,-3%,2%,Dengue-2 NS5 capping pilot replicate=4.9
OCC1CCCN(c2ncnc3scc(-c4ccccc4)c23)C1 (configuration not stated),6%,1.1%,2%,3%,1%,6.0%,-5.4%,20%,-2%,
CC(C)(C)c1ccc(OCC(=O)O/N=C(\N)c2ccncc2)cc1,26%,1.0%,2%,-5%,11%,3.2%,x,7%,-1%,
Cc1ccc(Nc2oc(C)nc2C#N)cc1,19%,2.2%,4%,-3%,0%,8.5%,0.4%,4%,-5%,
CC(C)C(Nc1ncnc2c1oc1ccccc12)C(=O)O (configuration not stated),9%,0.6%,4%,-3%,-2%,1.6%,-18%,2%,-5%,
O=C(O)c1nn(-c2ccc(Cl)cc2)ccc1=O,7%,1.5%,9%,3%,-1%,1.1%,-1.9%,-2%,-4%,
CN1C(=O)C2(OCC(C)([N+](=O)[O-])CO2)c2ccccc21 (configuration not stated),6%,-1.9%,5%,-6%,1%,1.1%,x,-10%,-2%,
CC(C)(C)c1ccc(/C=C2\Oc3c(ccc(O)c3CN3CCN(CCO)CC3)C2=O)cc1,10%,18%,9%,4%,-3%,-1.1%,x,31%,0%,
Fc1ccc(CCNC(=S)Nc2ccc(F)c(Cl)c2)cc1,-2%,-0.3%,2%,3%,2%,10%,-3.7%,-4%,-9%,
O=C(NCCCNC(=O)c1ccccn1)c1ccc(Cl)cc1,4%,1.3%,-2%,-5%,2%,-0.3%,x,6%,-6%,
O=C(CCN1C(=O)S/C(=C\c2ccc(F)cc2)C1=O)Nc1ccc(C(=O)O)c(O)c1,22%,38%,-10%,-5%,0%,1.7%,x,4%,17%,
CC(C)CN1CCC(CN(C)Cc2nc(-c3cnccn3)no2)CC1,5%,-0.9%,12%,-9%,15%,-1.4%,-8.6%,4%,-10%,
CCN1C(=O)CSc2ccc(C(=O)NCc3ccc(OC)cc3)cc21,-2%,1.7%,8%,-8%,-2%,0.7%,-5.0%,1%,1%,
COc1ccc(-n2c(Cn3c(=O)sc4ccccc43)nnc2SCC(=O)N2CCOCC2)cc1,3%,2.6%,-1%,-5%,0%,1.2%,-6.4%,-1%,-1%,
COc1ccccc1C(=O)NC(=O)COC(=O)C1CCC1,18%,x,2%,x,x,-1.9%,x,x,-1%,
N/N=C/C(=N\Nc1ccc(Cl)cc1)C(=O)c1ccncc1,6%,-3.4%,14%,-1%,27%,2.1%,x,-28%,-8%,
SMILES,Large T inhibition,HIV peptide binding,Rac1 GTP hydrolysis,LYP phosphatase,Siah-1 displacement,RSV CPE inhibition,XIAP antagonists,AID2073,Dengue-2 NS5 capping,others
O=C(NCC1COc2ccccc2O1)c1ccc(Br)s1 (configuration not stated),18%,-0.2%,2%,2%,-2%,19%,x,2%,-10%,
CCOc1ccc(C(=O)Nc2ccc(CN3CCOCC3)cc2)cc1Br,13%,-2.1%,7%,-12%,7%,14%,x,25%,3%,
CCOC(=O)C1=C(C)N=C2c3ccccc3C(=O)C2C1c1ccccc1 (configuration not stated),0%,-2.8%,7%,-1%,2%,0.2%,0.2%,-8%,-15%,
COc1ccc(CC(=O)N(C)Cc2cccc(F)c2)cc1S(=O)(=O)N1CCOCC1,7%,x,2%,x,x,-1.2%,x,x,-3%,
CCN(CC)S(=O)(=O)c1ccc(N2CCOCC2)c(NC(=O)CCOc2ccccc2)c1,8%,-1.8%,8%,-4%,-1%,-0.2%,x,5%,2%,
CCCNC(=O)N1CCC(C(=O)c2ccc(Cl)cc2)CC1,9%,-1.0%,13%,-7%,0%,5.8%,-4.1%,-3%,-6%,
CCCCc1nc(N2CCN(C(=O)c3ccco3)CC2)c(C#N)c2c1CCCC2,0%,0.3%,-6%,-1%,0%,2.2%,x,1%,-8%,
CCOC(=O)CCCNC(=O)CN1C(=O)NC(c2ccccc2)(c2ccccc2)C1=O,-1%,-0.5%,9%,-6%,2%,0.8%,x,3%,4%,
CC(C)OP(=O)(c1ccc(N(C)C)cc1)C(O)c1ccc(N(C)C)cc1 (configuration not stated),2%,1.5%,4%,-1%,1%,0.5%,x,8%,4%,
Cc1ccc(NC(=O)CCNC(=O)c2ccco2)cc1,1%,-2.6%,2%,-9%,-7%,1.1%,-5.4%,5%,-1%,
COC(=O)c1ccc(NCCC(=O)O)cc1,5%,-1.3%,11%,-4%,-6%,1.4%,-3.3%,-5%,3%,
C=CCOc1cccc(C2/C(=C(/O)c3ccc(Cl)cc3)C(=O)C(=O)N2CCN2CCOCC2)c1 (configuration not stated),4%,5.3%,4%,2%,6%,1.5%,-18%,6%,-1%,

# Bioassay records: PubChem BioAssay, several laboratories
